p53null 39C tox = p53 null cell cytotoxicity, nonpermissive temperature; H1299 p53-null (neo) cells, 39C, ATPlite viability, 24 h; Potency, µM (series often up to 46.1 µM), without a hit: at the top dose activity, negative = cell killing, actives largely listed as cytotoxic; 55,000 tested, 0.97% active; AID 904;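 note: 0% = DMSO only and -100% = full killing by 100 µM tamoxifen; nearly all actives have a fitted effect of over 50% in size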
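ATP-luminescence viability readout (ATPlite, 20 min RT) after 24 hr compound treatment at 39C of H1299-neo or H1299-p53A138V cells; titration up to 46 uM; normalized to DMSO and 100 uM tamoxifen; Hill-fit AC50.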
p53null 32C kill = kills p53 null cells at the permissive temperature; H1299-neo p53 null cells, ATP luminescence, 24 h, 32C; Potency, µM (doses to about 46.1 µM), without a hit: at the highest dose activity change, negative = cytotoxicity, actives largely listed as cytotoxic; 55,000 tested, 0.62% active;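 note: 0% = DMSO only and -100% = full killing by 100 µM tamoxifen; nearly all actives have a fitted effect of over 55% in size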
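Cells lacking p53 (H1299-neo) are plated at 600 per well and allowed to settle overnight at 37C. Test compounds (up to 46 uM) are added and held 24 hours at 32C, then ATP is quantified by luminescence.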
* marks the source's active call; other numbers are inactive results; ? = inconclusive; [ ] = dose if it differs, or a comment. Calls come from the whole dose curve; as a rule, active = well fitted cell-killing curve with a large enough effect; inconclusive = small, poorly fitted or top-dose-only effect; inactive = no such curve, though single readings can be large or run the other way. Potency is the fitted concentration of half-maximal effect.

SMILES | p53null 39C tox | p53null 32C kill
CCCC(=O)Nc1ccc(Cl)c(NC(=S)NC(=O)c2ccco2)c1 | -2%[1.84 µM] | -5%
CC(C)CC(NC(=O)C(CC(C)C)NC(=O)OC(C)(C)C)C(N)=O (stereo unspecified) | -9% | 4%
CC(=O)Nc1c(O)nc(SCC(=O)Nc2nnc(CC(C)C)s2)[nH]c1=O | 12% | 6%
CCn1c(=O)cc(OCC(=O)Nc2cc(C)ccn2)c2ccccc21 | 5% | 3%
O=C(N/N=C/CCc1ccccc1)c1ccc(CN2c3cccc4cccc(c34)S2(=O)=O)cc1 | 1% | -8%
O=S1(=O)CCC(S(=O)(=O)N2CCCCCC2)C1 (stereo unspecified) | 8% | 3%
COc1ccc(C(=O)c2coc3ccc(O)c(CN4CCOCC4)c23)cc1 | -7% | -2%
CCOC(=O)/C(=N\Nc1ccccc1Cl)N1CCN(Cc2ccccc2)CC1 | 5%[1.84 µM] | -3%
COc1ccc(-n2c(SCC(N)=O)nnc2-c2cccnc2)cc1 | 9% | 7%
COc1ccc(C2CC(C(F)(F)F)n3ncc(C(=O)Nc4c(C)n(C)n(-c5ccccc5)c4=O)c3N2)cc1 (stereo unspecified) | -7% | -4%

Reformatted tab-delimited: entries from further up
Molecule	p53null 39C tox	p53null 32C kill
CCOC(=O)/C(=N\Nc1ccccc1Cl)N1CCN(Cc2ccccc2)CC1	5%[1.84 µM]	-3%
CC(=O)Nc1c(O)nc(SCC(=O)Nc2nnc(CC(C)C)s2)[nH]c1=O	12%	6%

Further structures.
SMILES | p53null 39C tox | p53null 32C kill
COc1ccc(C(=O)OCCN2CCOCC2)cc1 | 15% | -16%
O=C(CCn1c2c(c3ccccc31)CCCC2)NNC(=O)c1cccc([N+](=O)[O-])c1 | 18% | -6%
CC1CCN(C(=O)CCCOc2ccc(Cl)cc2)CC1 | -8% | -8%
COc1cccc(C(=O)Nc2nnc(C(C)C)s2)c1 | -5% | -19%
COc1cc(OC)cc(C(=O)n2nc(C)cc2C)c1 | 15% | 4%
CCOC(=O)N1CCC(NC(=O)c2ccc3nc(N4CCOCC4)sc3c2)CC1 | -5% | -4%
O=Cc1ccccc1OCCOc1ccccc1C=O | -12% | 2%
O=C(CSc1ncnc2c1nnn2Cc1ccccc1F)N1CCN(c2ccccc2)CC1 | 9% | -2%
COc1cc(Cl)c(S(=O)(=O)n2cnc(C)c2)cc1Cl | -5% | -15%
O=C(CSc1nnc(-c2cccnc2)n1-c1ccc(F)cc1)NCc1ccc2c(c1)OCO2 | 6% | 0%

Looked up above.
CCOC(=O)N1CCC(NC(=O)c2ccc3nc(N4CCOCC4)sc3c2)CC1 – p53null 32C kill: -4%
O=C(CSc1nnc(-c2cccnc2)n1-c1ccc(F)cc1)NCc1ccc2c(c1)OCO2 – p53null 32C kill: 0%
CC1CCN(C(=O)CCCOc2ccc(Cl)cc2)CC1 – p53null 39C tox: -8%
O=C(CCn1c2c(c3ccccc31)CCCC2)NNC(=O)c1cccc([N+](=O)[O-])c1 – p53null 39C tox: 18%
O=C(CSc1ncnc2c1nnn2Cc1ccccc1F)N1CCN(c2ccccc2)CC1 – p53null 39C tox: 9%

New compounds follow.
SMILES | p53null 39C tox | p53null 32C kill
COC(=O)c1cccc(NC(=O)c2cnoc2C)c1 | -17% | -15%
CCc1cc(C(=O)NNC(=S)Nc2ccccc2C)cs1 | -22% | -11%
COCCN1CC(O)=C(c2nc3ccccc3c(=O)[nH]2)C1=N | 40%[activator] | 17%
Cc1cccc(C)c1OCc1nnc(SCC(=O)NCCc2ccccc2)o1 | -6% | -1%
Cc1ccc(C(=O)CSc2nnc(-c3ccccc3)o2)cc1 | 26% | 6%
CC(C)c1nnc(SCC(=O)NCc2ccc3c(c2)OCO3)n1C | 17% | -10%
CCCC1(C(=O)OC)NC(c2cc(OC)c(OC)c(OC)c2)C2C(=O)N(CC)C(=O)C21 (stereo unspecified) | 31% | -7%
COc1ccccc1NC(=O)N1CCCC1C(=O)Nc1ccc2c(c1)OCO2 (stereo unspecified) | -9% | -5%
Clc1ccc(Cn2nnc(-c3ccccc3)n2)cc1 | 0% | -1%
COC(=O)c1cn(CC(=O)NC2CCCCCC2)c2ccccc12 | 20% | 8%
O=C(CN1CCN(c2ncccn2)CC1)N1CCCc2c1c(=O)oc1ccc(O)cc21 | 14% | 2%
CCOC(=O)c1cnc(SCC(=O)Nc2ccccc2C(=O)OC)nc1N | 31% | 2%
CC1Cc2ccccc2N1c1nc(C2CC2)nc2c1nnn2Cc1ccccc1 (stereo unspecified) | -11% | -11%
O[C@@H](CNC[C@H](O)c1ccccc1)c1ccccc1 | 10% | -2%
COc1ccc(/C=N/NC(=O)c2[nH]c(C)c(C(=O)N/N=C/c3ccc(OC)cc3)c2C)cc1 | -10%[1.84 µM] | -1%
C/C(N)=C(/C#N)C(=O)CSc1nc2cc(Cl)ccc2c(=O)n1-c1ccc(C)cc1 | -22% | -6%
OCCNc1nc(N2CCCC2)nc(N2CCCC2)n1 | -7% | -9%
CCC(=O)N1CCN(c2nc(-c3ccc(Cl)cc3)cs2)CC1 | -14% | 1%
Cc1ccc(SCc2cc(=O)n3[nH]cnc3n2)cc1 | -16% | -3%
CCOC(=O)c1ccc(Nc2c(CC)c(C)nc3ncnn23)cc1 | -2% | -11%
Cc1ccc(S(=O)(=O)N2CCN(c3ccc([N+](=O)[O-])c(NCCN4CCOCC4)c3)CC2)cc1 | 9%[1.84 µM] | -6%
COc1cc(/C=N/Nc2ncc(C(F)(F)F)cc2Cl)cc(OC)c1OC | -1% | 5%
CC(=O)Nc1ccc(Oc2cc(C#N)c(C#N)cc2N2CCCCCC2)cc1 | 5% | 41%[activator]
O=S(=O)(NC1CCCC1)c1ccc(S(=O)(=O)N2CCc3ccccc32)cc1 | -7% | 3%
CN(CC(=O)Nc1ccccn1)S(=O)(=O)c1ccc(Cl)cc1 | 4% | 2%
Cc1cccnc1NC(=O)c1ccccc1NC(=O)C(C)(C)C | 16% | 4%
Cc1nc(N2CCC(C)CC2)c2nnn(Cc3ccccc3)c2n1 | -12% | -2%
COc1ccc(Cc2nnc(N)s2)cc1OC | -4% | 4%
CC(C)CN1CCC(C(=O)NCC2CCCO2)CC1 (stereo unspecified) | 23% | 1%
N#Cc1c(/N=C/c2ccccc2)oc(-c2ccccc2)c1-c1ccccc1 | -4% | 7%
COc1cc(CCN2C(=O)c3cccc4cccc(c34)C2=O)c(S(=O)(=O)N2CCC(C)CC2)cc1OC | 13% | 1%
O=C(CSC1=NCCS1)Nc1nc2ccccc2s1 | -19% | -16%
O=C(c1cccc(Cl)c1)N1CCN(Cc2ccncc2)CC1 | 1% | 5%
COc1ccc(CNS(=O)(=O)c2ccc3oc(C(=O)O)c(C)c3c2)cc1 | -4% | 2%
COC(=O)c1ccccc1COn1c(=O)c[n+]([O-])c2ccccc21 | 1% | -2%
S=C(NC1CCCCC1)N(CCc1nc2ccccc2[nH]1)C1CCCC1 | 3% | -4%
CCCN1C(=O)SC(CC(=O)Nc2cccc3ccccc23)C1=O (stereo unspecified) | 14% | -1%
O=C(CCCCCCN1C(=O)c2ccccc2C1=O)N1CCC(c2ccccc2)C1 (stereo unspecified) | -26% | -5%
COc1cc(C(=O)NCc2cn3ccccc3n2)cc(OC)c1OC | -2% | 10%
Cc1c(C(=O)c2ccc(Cl)cc2Cl)cnc2cc3c(cc12)OCO3 | 9% | -3%

3 entries from above, as labelled records.
> COc1ccc(CNS(=O)(=O)c2ccc3oc(C(=O)O)c(C)c3c2)cc1
- p53null 39C tox = -4%
- p53null 32C kill = 2%
> COC(=O)c1ccccc1COn1c(=O)c[n+]([O-])c2ccccc21
- p53null 39C tox = 1%
- p53null 32C kill = -2%
> S=C(NC1CCCCC1)N(CCc1nc2ccccc2[nH]1)C1CCCC1
- p53null 39C tox = 3%
- p53null 32C kill = -4%

(more compounds)
SMILES | p53null 39C tox | p53null 32C kill
C=CCSc1ncc(C#N)c(N)n1 | 12% | 2%
CCCN1C(=O)c2ccccc2NC1c1cc(OC)c(OC)c(OC)c1 (stereo unspecified) | 1% | 3%
CC(=O)c1cc2c(cc1NC(=O)CN1CCN(c3cccc(C(F)(F)F)c3)CC1)OCO2 | 11% | 1%
O=C(CSc1ccccn1)Nc1nncs1 | 31% | 3%
CCOC(=O)c1nnc2c(Br)c(-c3ccccc3)nn2c1C | 3% | 1%
CCN(CC)C(=O)CSc1nc(-c2ccco2)cc(C(F)(F)F)c1C#N | 5% | 1%
COC(=O)C/C(C)=N/Nc1ccc(S(=O)(=O)N2CCCC2)cc1[N+](=O)[O-] | 17% | 3%
Cc1c(/C=C/C(=O)c2ccc(Cl)s2)cnn1C | 18% | 5%
COc1ccccc1NC(=S)Nc1cccc2cnccc12 | -2% | -7%
CCn1c2c(c3cc(OCC(C)C)ccc31)CCCC2=O | 30% | 6%
CCCCCOc1ccc(CSCCNC(=S)Nc2ccccc2)cc1 | 25%[1.84 µM] | 7%
COCCOc1nc2ccccc2nc1C | 18% | -2%
CCOC(=O)C(C(=O)NCCCN1CCOCC1)C1CCCCC1 (stereo unspecified) | 25% | -2%
Cc1c(NC(=O)c2cc3nc(-c4ccc(Cl)cc4)cc(C(F)(F)F)n3n2)c(=O)n(-c2ccccc2)n1C | -4% | 13%
COc1ccc(C(c2nnnn2Cc2ccccc2)N2CCN(c3nc4ccccc4s3)CC2)cc1OC (stereo unspecified) | 0% | -2%
Cc1cccc(C)c1NC(=O)NC1(C(=O)NCCCN2CCOCC2)CCCCC1 | -3% | -10%
CCOC(=O)Cc1csc(N/C(=N/S(=O)(=O)c2cc(Br)ccc2OCC)c2ccccc2)n1 | 11% | 3%
COc1ccc(C(=O)Nc2c(Cl)cc(Cl)cc2C(=O)NCc2ccco2)cc1 | 1% | 7%
Cc1n[nH]c(C)c1N1C(=O)c2cccc3c(Br)ccc(c23)C1=O | -22% | -11%
CCCCCn1nc(C)c(/C=N\NC(=O)c2cc(C)oc2C)c1C | -18% | -13%
C/C(CC(=O)Nc1ccc(Cl)cc1)=N\NC(=O)C(=O)NCCO | -7% | -9%
C=CCOc1c(CNc2ccc(S(N)(=O)=O)cc2)cccc1OC | -7% | -12%
COC(=O)c1cc(-c2c(C)oc3cc(O)ccc3c2=O)c(C)o1 | 35% | 6%
CCn1c(SCC(=O)Nc2cc(NC(C)=O)ccc2OC)nnc1-c1ccccn1 | 3% | 1%
COc1ccc(NC(=O)C2C3C=CC(C3)C2C(=O)NCc2ccco2)c(OC)c1 (stereo unspecified) | -2% | -6%
O=C(N/N=C1\CCCc2ccccc21)c1ccccc1[N+](=O)[O-] | 0% | -5%
CC1CCCN(CCC(=O)Nc2ccc(Br)cc2)C1 (stereo unspecified) | -14% | -5%
CCOC(=O)c1cccc(NC(=O)CNS(=O)(=O)c2cccs2)c1 | -3% | -3%
CC(OC(=O)c1snc(C(=O)NC2CCCCC2)c1N)C(=O)NC(C)(C)C (stereo unspecified) | -5% | -8%
N#CC1=C(SCc2ccccc2)NC(=O)CC1c1ccccc1 (stereo unspecified) | -14% | 1%
COCCCNC(=O)c1nc2c(nnn2Cc2cc(C)ccc2C)c(=O)[nH]1 | 21% | 12%
Clc1ccc2nc(C3CCN(Cc4nnnn4C4CCCCC4)CC3)[nH]c2c1 | -9% | -5%
CC(C)(C)c1ccc(C(=O)NCc2nnc(SCC(=O)N3CCCc4ccccc43)n2-c2ccccc2)cc1 | -4% | 0%
CSCCC(NC(=O)c1ccccc1)C(=O)NC1CC1 (stereo unspecified) | 21% | 7%
COC(=O)/C(NC(C)=O)=C(\C)c1ccc(Cl)cc1 | 23% | 5%
CC(=O)C1=C(C)NC(C)=C(C(C)=O)C1c1cn(-c2ccccc2)nc1-c1cccs1 | -1% | -9%
CC(=O)Nc1ccc(S(=O)(=O)NCCc2csc(C)n2)cc1 | -6% | -2%
COc1cc2[nH]cc(C(=O)NCCc3ccccc3)c(=O)c2cc1OC | 15% | 7%
Cc1ccc(OCc2nc(C#N)c(N3CCCC3)o2)cc1 | 13% | -9%
CC1CCCCN1c1nc2nonc2nc1N1CCCCC1C (stereo unspecified) | 31% | 6%
COc1ccc(N(CC(=O)NC2CCCC2)C(=O)c2csnn2)cc1 | 16% | -7%
O=C(c1ccc(Cl)c(Cl)c1)N1CCOCC1 | 19% | 1%
CCOC(=O)c1ccccc1NC(=O)CSc1nc(N)cc(N)n1 | 17% | -2%
Cc1cccc(NC(=O)c2cc3ccccc3o2)c1 | ? | ?
O=c1c2ccccc2nc(-c2ccco2)n1/N=C/c1ccccc1O | -8% | -15%
CC(NC(=O)c1ccco1)C(c1cccs1)N1CCN(c2ccccc2F)CC1 (stereo unspecified) | -29% | -12%
COc1ccc(CN2CCNC(=O)C2CC(=O)O)cc1OC (stereo unspecified) | 10% | -2%
CCOC(=O)Cn1nnnc1C(C(C)C)N(Cc1cc2c(C)cc(C)cc2[nH]c1=O)C1CCCC1 (stereo unspecified) | 1% | -1%
CC(C)(C)C1CCc2c(sc3c2C(=O)NC(c2ccco2)N3)C1 (stereo unspecified) | -12% | -6%
CC1(O)C(=O)c2ccccc2N(c2ccccc2)C1=O (stereo unspecified) | 3% | -2%

Continuation.
SMILES | p53null 39C tox | p53null 32C kill
COc1cc(/C=C/C(=O)C2C(=O)C=C(C)OC2=O)cc(OC)c1O (stereo unspecified) | -7% | 11%
CCCCNC(=S)NNC(=O)c1nn(C)cc1Cl | 3% | 0%
Cc1cc(SCC(=O)c2ccccc2)n2nc(C)nc2n1 | 24% | 10%
O=C(O)c1ccc(CNCc2ccc(Cl)cc2)cc1 | -14%[1.84 µM] | 4%
CSc1nc(NC(C)=O)nc(C)c1Br | 11% | 5%

Source: PubChem

Only part of the results is shown (hit frequency here may not be typical).
